Screening results deposited in PubChem by Fisher Drug Discovery Resource Center.
hcGAS inh = Primary biochemical luminescence assay for human cyclic GMP-AMP synthase inhibitors | AID 1259398, 2018 | recombinant h-cGAS, ATP depletion, Kinase-Glo luminescence | actives 0.081% (n = 290,000) | inhibition, % at 12.5 µM;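 further: 0% = vehicle reaction and 100% = reaction without DNA for no activity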
Target sequence (Q8N884 whole entry, looked up): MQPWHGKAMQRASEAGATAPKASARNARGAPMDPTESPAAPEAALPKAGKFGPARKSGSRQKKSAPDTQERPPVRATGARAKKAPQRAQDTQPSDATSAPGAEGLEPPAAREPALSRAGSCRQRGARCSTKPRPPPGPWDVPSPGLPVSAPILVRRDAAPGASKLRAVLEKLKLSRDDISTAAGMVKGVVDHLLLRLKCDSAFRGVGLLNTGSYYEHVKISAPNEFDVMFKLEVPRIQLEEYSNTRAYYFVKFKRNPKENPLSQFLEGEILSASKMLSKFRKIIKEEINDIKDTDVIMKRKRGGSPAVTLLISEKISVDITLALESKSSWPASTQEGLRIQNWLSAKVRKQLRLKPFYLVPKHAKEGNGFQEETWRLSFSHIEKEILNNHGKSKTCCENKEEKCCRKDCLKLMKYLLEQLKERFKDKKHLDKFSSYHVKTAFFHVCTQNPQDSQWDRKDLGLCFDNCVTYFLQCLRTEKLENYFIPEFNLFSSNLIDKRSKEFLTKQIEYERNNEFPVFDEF
NPYLR7 ag = agonists of mosquito NPYLR7 receptor, primary screen, cell-based, Aedes aegypti, calcium fluorescence, mosquito biting behavior. Aedes aegypti neuropeptide Y-like receptor 7 (NPYLR7). HEK293T NPYLR7/Galpha15, GCaMP6s calcium fluorescence. activation, % at 10 µM. actives 0.15% (n = 270,000); in the data active means activation above about 40%;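 further: 0% = vehicle and 100% = reference agonist at the receptor; some compounds past the cut are filed as inactive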
mcGAS lum = cyclic GMP-AMP synthase inhibitors, mouse, primary biochemical chemiluminescence | actives 0.15% (n = 160,000) | inhibition, % at 12.5 µM | recombinant cGAS, Kinase-Glo ATP depletion luminescence | Q8C6L5;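 further: 0% = negative control wells and 100% = reference inhibitor with no enzyme activity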
The depositor's hits bear a star; . = no result given; & = joins results of further samples. Unless noted, no stated cut-off is given here; in the data, active means inhibition above about 40%; inactive means the rest.

The first 4 compounds, to show the layout:
Results follow in this order: hcGAS inh | NPYLR7 ag | mcGAS lum
1	O=c1[nH]c(CC2CC2)nc2c1CCN(Cc1cc3n(n1)CCNC3)C2
 : -3 | 8 | .
2	CC(C)NC(=O)CN1CCN2c3ccccc3CC(C(=O)NCc3cccnc3)C2C1 (stereo unspecified)
 : -3 | . | -3
3	Cc1cccc(CSc2nnc(CCC(=O)O)c(=O)[nH]2)c1
 : -5 | 13 | .
4	CCc1ccccc1NC(=O)C(=O)N1[C@@H]2CC[C@H]1CN(C)C(=O)C2
 : -2 | -8 | .

This part in full, previewed entries included:
Results follow in this order: hcGAS inh | NPYLR7 ag | mcGAS lum
1	O=c1[nH]c(CC2CC2)nc2c1CCN(Cc1cc3n(n1)CCNC3)C2
 : -3 | 8 | .
2	CC(C)NC(=O)CN1CCN2c3ccccc3CC(C(=O)NCc3cccnc3)C2C1 (stereo unspecified)
 : -3 | . | -3
3	Cc1cccc(CSc2nnc(CCC(=O)O)c(=O)[nH]2)c1
 : -5 | 13 | .
4	CCc1ccccc1NC(=O)C(=O)N1[C@@H]2CC[C@H]1CN(C)C(=O)C2
 : -2 | -8 | .
5	CCOC(=O)C1CCN(C(=O)c2ccc(-n3nc(-c4cccc(C(F)(F)F)c4)cc3N)cc2)CC1
 : -6 | -10 | -4
6	COc1cccc(CC2CN(C3CCC3)CCO2)c1 (stereo unspecified)
 : -10 | 15 | .
7	CCOC(=O)C(C#N)C(c1ccc(C)cc1)C1CCOC(C)(CC)C1 (stereo unspecified)
 : -6 | 5 | .
8	CCOC(=O)CNC(=O)Cn1c(=O)c2c(OCC)c(C)cnc2n(C)c1=O
 : -2 | 2 | -4
9	CC(COCc1ccccc1)C(=O)Nc1n[nH]c(C(F)(F)F)n1 (stereo unspecified)
 : 1 | -3 | .
10	COC(=O)Cn1c(C2CC(=O)N(c3cccc(C)c3)C2)nc2ccccc21 (stereo unspecified)
 : -7 | 3 | -2
11	CCOC(=O)c1cc(C#N)c(SCC(=O)N2CCCCC2C)nc1C (stereo unspecified)
 : 2 | -4 | -3
12	CN(Cc1nc2ccccc2s1)C(=O)CN(C)C1CCS(=O)(=O)C1 (stereo unspecified)
 : 1 | -6 | -8
13	COc1cc2c(cc1OC)C(O)C(C)(C)NC2 (stereo unspecified)
 : -7 | 14 | -4
14	COc1cccc(C(=O)N2CCN(c3nc(-c4cccc(F)c4)nc(C)c3Cc3ccccc3)CC2)c1
 : -6 | 16 | -4
15	CC1CN(C(=O)CSc2nnc(-c3cccnc3)n2-c2ccccc2)CCO1 (stereo unspecified)
 : -5 | 1 | .
16	COc1ccc(-c2ccc(=O)n(CCNC(=O)c3sc(-c4ccccc4)nc3C)n2)cc1
 : -3 | -2 | -6
17	OCCC1CN(Cc2cn[nH]c2C2CCCCC2)CCN1Cc1cccs1 (stereo unspecified)
 : -9 | 2 | .
18	CC1CCN(C(=O)C2CCOC2)c2cc(Cl)ccc2S1 (stereo unspecified)
 : -10 | 16 | -18
19	CC(C)(C)CC(NC(=O)Cn1ccnn1)c1ccc(F)cc1 (stereo unspecified)
 : -11 | -4 | -11
20	c1sc2c(c1CN1CCCCC1)CCCC2
 : -9 | -1 | .
21	CC(C)[C@H](N)C(=O)OCCOCn1cnc2c(=O)[nH]c(N)nc21
 : -6&0&-5 | -1&-6&-13 | .
22	CCCNC(=O)c1cc(NC(=O)Nc2ccc(OC)cc2OC)ccc1N1CCN(c2ccccc2OC)CC1
 : 5 | -1 | 2
23	O=C1OC(c2ccc3c(c2)OCO3)=N/C1=C\c1ccccc1
 : -6 | 0 | -7
24	Fc1ccc(-c2[nH]ncc2CNCc2ccc(OC(F)(F)F)cc2)c(F)c1
 : -8 | 22 | .
25	CC(C)c1ccc(NC(=O)C(C2CCCC2)N2CCN(C(=O)c3ccccc3F)CC2)cc1 (stereo unspecified)
 : -5 | 16 | -5
26	O=C(CN1C(=O)CSC(c2cccc(Cl)c2)c2c(-c3ccccc3)nn(-c3ccccc3Cl)c21)NCc1ccco1 (stereo unspecified)
 : -6 | 4 | -3
27	O=C(NCCN1CCOCC1)c1csc(COc2cccc(Cl)c2)n1
 : -5 | -1 | -7
28	CCN(CC(=O)Nc1c(Cl)cccc1Cl)C(=O)Cc1c(C)nn(C)c1C
 : -8 | 5 | -13
29	Cc1ncnc2c1CCC(=O)N2CCCOC1CCN(C)CC1
 : -21 | . | -6
30	CC(Cc1ccc2ccccc2c1)NC(=O)N1CCOC(CO)C1 (stereo unspecified)
 : 3 | -23 | .
31	CCCCN(CC(=O)Nc1cc(-c2ccccc2)nn1-c1ccc(OC)cc1)S(=O)(=O)c1ccc(NC(C)=O)cc1
 : -3 | -1 | -6
32	C1=CC2C(C1)C1CC2C2C1N=NN2c1ccccc1 (stereo unspecified)
 : 2 | 12 | .
33	Cc1nc(C(C)C)ncc1C(=O)N[C@@H]1C[C@H]2C(=O)N(C)CC(=O)N2C1
 : -5 | 7 | .
34	CC(C)c1nnsc1CN1CCCn2nc(C(O)CN(C)C)cc2C1 (stereo unspecified)
 : -7 | . | -6
35	CN1C(CC(=O)c2ccccc2)CCCC1CC(O)c1ccccc1 (stereo unspecified)
 : -1&5 | -13&-3 | .
36	O=C(Nc1nn(Cc2ccc(C(F)(F)F)cc2)c2ccccc12)c1ccccc1
 : 0 | -3 | -2
37	CCN(CC)S(=O)(=O)c1ccc(OC)c(N2CCN(C(=O)/C=C/c3ccccc3)CC2)c1
 : -3 | 23 | -8
38	COC(=O)c1oc(CN(C)Cc2cccc(C(F)(F)F)c2)cc1C
 : -4 | 13 | .
39	O=C1NCCN2CCN(C(=O)CCc3nc(-c4ccccc4)no3)CC12 (stereo unspecified)
 : -4 | 5 | -15
40	Cc1ccc(-n2c(CNC(=O)Nc3ccc(Cl)cc3Cl)nnc2SCc2ccccc2C)cc1
 : 1 | -7 | 1
41	Cn1c(COc2ccc(Cl)cc2)nnc1SCCOc1ccc(Cl)cc1
 : -5 | 8 | .
42	O=C(CCNc1nc(-c2ccccc2)nc2ccccc12)N1CCOCC1
 : 3 | 3 | -5
43	Cc1c(C(=O)Nc2ccc([N+](=O)[O-])cc2)oc2ccccc12
 : -5 | 1 | .
44	CCN1CCN(CCCNC(=O)c2cc3ccc(C)cc3nc2C)CC1
 : -7 | -7 | -18
45	CN1C(=O)CC(C(=O)O)C1c1ccc(Cl)c(F)c1 (stereo unspecified)
 : -6 | -2 | .
46	Cc1cc(C)cc(N2CCN(Cc3cccnc3)CC2=O)c1
 : -6 | 8 | -10
47	CCNC(=O)N1CCC2(CC1)SCCN2C(=O)c1cccc(OC)c1
 : -5 | 14 | -5
48	Cc1nn(C)c2sc(C(=O)N3CCC(C(=O)O)CC3)cc12
 : -4 | 6 | .
49	CC1(C(=O)N2Cc3ccccc3C2)CCN1C(=O)C/C=C/c1ccccc1 (stereo unspecified)
 : 3 | -6 | 1
50	COc1ccc(CCNC(=O)CN2CN(c3ccccc3)C3(CCN(C(=O)c4ccc([N+](=O)[O-])cc4)CC3)C2=O)cc1OC
 : -5 | 12 | -3
51	COc1ccc(-c2cnn(-c3ccccc3)c2N)cc1OC
 : -2 | 5 | -1
52	Cc1cc(C(=O)N2CCCC(CNS(=O)(=O)c3cccs3)C2)nn1C (stereo unspecified)
 : -7&-3 | -1&-4 | -4
53	N=C(N)Sc1cn(CCNC(=O)c2ccc3ccccc3c2)c2ccccc12
 : -5 | -6 | -5
54	Cc1nc(-c2c(C)oc3c(O)c(O)ccc3c2=O)cs1
 : -2 | -3 | -4
55	CC(C)COC(=O)N[C@@H]1C[C@@H]2CO[C@H](c3ccccc3)C[C@@H]2C1
 : 1 | 3 | -5
56	Brc1ccc(C2CCn3nnnc3N2)cc1 (stereo unspecified)
 : -2 | 7 | .
57	COc1ccccc1C(=O)C1CCCN(Cc2nc3ccc(F)cc3[nH]2)C1 (stereo unspecified)
 : -1 | -2 | .
58	CSc1nc(NCCN)c2sc3c(c2n1)CCCC3
 : -5 | -1 | -5
59	COCCN1C(=O)N(C(C)C)C(=O)C12CCN(Cc1c(F)cccc1Cl)CC2
 : -15 | 22 | -8
60	C=CCN=c1scc(-c2ccco2)n1N=CC1=CCC2CC1C2(C)C (stereo unspecified)
 : -5 | 17 | -5

4 structures out of the list, sorted by heavy-atom count, low to high.
Results follow in this order: hcGAS inh | NPYLR7 ag | mcGAS lum
43	Cc1c(C(=O)Nc2ccc([N+](=O)[O-])cc2)oc2ccccc12
 : -5 | 1 | .
44	CCN1CCN(CCCNC(=O)c2cc3ccc(C)cc3nc2C)CC1
 : -7 | -7 | -18
42	O=C(CCNc1nc(-c2ccccc2)nc2ccccc12)N1CCOCC1
 : 3 | 3 | -5
59	COCCN1C(=O)N(C(C)C)C(=O)C12CCN(Cc1c(F)cccc1Cl)CC2
 : -15 | 22 | -8

The results go on.
No.	canonical_smiles	hcGAS inh	NPYLR7 ag	mcGAS lum
61	Cc1cc(Br)cc2c1NCCC2	-18	-5	.
62	CCOC(=O)C1CCCN(C(=O)c2csc(CSc3nnc(-c4cccc(OC)c4)n3-c3ccc(C)cc3)n2)C1 (stereo unspecified)	-4	18	-6
63	Cc1ccc(C2=NOC(CNCc3ccc(F)cc3F)C2)cc1 (stereo unspecified)	3	3	.
64	Cc1cc(S(=O)(=O)NC2CC(C)(C)NC(C)(C)C2)c(Cl)cc1Cl	2	-1	.
65	COc1cc([N+](=O)[O-])ccc1N=Nc1c(C)[nH]n(-c2nc(-c3ccc(Cl)cc3)cs2)c1=O	0	7	-2
66	Cn1nnc2c(=O)n(CC(=O)N3CCN(c4ccc(Cl)cc4)CC3)cnc21	-7	1	.
67	c1ccc(CCc2nc(C3CCOCC3)n(-c3ccccn3)n2)cc1	-3	-6	-10
68	Cc1nnc2sc(NC(=O)c3cccs3)nn12	-1	6	.
69	CCCCCCN(C(=O)Nc1c(C(C)C)cccc1C(C)C)C(CC)c1nc2ccccc2c(=O)n1-c1ccc(Cl)cc1 (stereo unspecified)	-6	.	-4
70	CN(C)C(=O)CN(C)C(=O)C1CC1c1ccccc1Br (stereo unspecified)	-7	-1	.
71	CNC(=O)c1cc2c(=O)n3ccccc3nc2n1C	-7&2	-1&0	-1
72	O=C(C1CC1)N1CCN(c2nccc(-c3ccc(-n4ccnc4)cc3)n2)CC1	-4	-3	-6
73	COc1ccc2c(c1)CN(CC1CC1)C(=O)CCN2C(C)=O	7	26	-5
74	Nc1ncnc(Nc2ccc(F)cc2F)c1[N+](=O)[O-]	-5	3	.
75	O=C(O)CC1(CC(=O)Nc2ccccc2O)CCCC1	2	-7	.
76	CCOc1ccc(NC(=NS(=O)(=O)c2ccccc2)Nc2nc(C)cc(C)n2)cc1	-2	5	.
77	CC(C)COCC(O)CN(Cc1ccc(F)cc1)Cc1cccn1C (stereo unspecified)	-1	17	-2
78	CC(C)c1ccc(NC2CCCN(C(=O)CCn3cnnn3)C2)cc1 (stereo unspecified)	-7	-5	.
79	O=C(CN1CCCC1)N1N=C(c2ccccc2)CC1c1ccccc1 (stereo unspecified)	-6	0	-3
80	CC(=O)Nc1cc(C(=O)N2CCCC(c3ccccc3)C2)c2c(c1)nc(C)n2Cc1ccccc1 (stereo unspecified)	-6	12	-8
81	Cc1nc(SCc2cccc(C(=O)NCc3cccnc3)c2)nc(N2CCN(c3ccccc3Cl)CC2)c1C	-4	6	-4
82	CCS(=O)(=O)c1ccc2c(c1)N(Cc1ccccc1Cl)C(=O)C(C)O2 (stereo unspecified)	7	3	.
83	Cc1ccc(C)c2sc(N(CCCn3ccnc3)C(=O)/C=C/c3cccs3)nc12	-1	-11	-6
84	CCN(CC)Cc1cc(C(=O)N2CCOC3(CNCCOC3)C2)c(C)o1 (stereo unspecified)	-6	10	.
85	COC(=O)c1ccc(OCC(=O)N(C)C2CCCCC2)c(OC)c1	-5	10	.
86	Cc1cc(N2CCOC(C(F)(F)F)C2)nc(-c2ccccc2O)n1 (stereo unspecified)	3	-1	-4
87	O=C(Cc1cccs1)Nc1ccc(-c2ncn[nH]2)cc1	-6	-1	.
88	COc1ccc(OCC2CN(CC(C)(C)CN(C)C)C(=O)c3cccnc3O2)cc1 (stereo unspecified)	1	5	-3
89	O=C(NO)C12CCCC(CCC1)C2	-4	0	.
90	Cc1ccccc1-c1ncc(CNC2CCN(S(C)(=O)=O)CC2)s1	-12	-4	.
91	Cc1sc2nc(C3CC3)nc(N3CCSCC3)c2c1C	-15	.	-9
92	Cn1c(=O)c2c(ncn2CCSc2ncnc3sccc23)n(C)c1=O	-7	-1	.
93	Cc1sc2ncnc(N3CC(O)CC3C(N)=O)c2c1C (stereo unspecified)	-5	5	.
94	c1ccc(Cn2cccn2)c(CN2CCCN3CCC[C@H]3C2)c1	-2	2	-15
95	COc1cccc(C(=O)Nc2nc(-c3ccccc3)cs2)c1	-3	-2	-8
96	CNC(=O)c1nnc2n1C(c1ccccc1)CN(C(=O)c1ccc(C(C)C)cc1)C2 (stereo unspecified)	-9	8	.
97	CCOC(=O)c1nn(-c2ccc(Cl)cc2)c2ccccc2c1=O	-5	4	.
98	FC(F)Oc1ccccc1-n1cccc1	-9	16	.
99	Cc1ccc(S(N)(=O)=O)cc1C(=O)Nc1ccc(F)cc1	-3	0	.
100	COC(=O)c1ccc(Cn2nc(C3CC3)c3cnn(-c4ccccc4C)c3c2=O)o1	-6	7	.
